SMN2 splice enh = qHTS Assay for Enhancers of SMN2 Splice Variant Expression; 210,000 compounds, 2.8% hits; HEK293 SMN2-luciferase splicing reporter, luminescence, 30-36 h; Potency, µM (series often up to 46.1 µM), for inactives: at the highest dose activity change, positive = activation, hits mostly activators; also: % of control where 0% means no effect; nearly all actives have a fitted effect of over 55% in size
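HEK293 cells carry an SMN2 minigene-luciferase reporter in which exon 7 inclusion puts luciferase in frame. Cells were seeded at 2000 cells/well, attached for 10-12 hours, then exposed to compounds for 30-36 hours at 37C before ONE-Glo luminescence.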
Tau fibril ThT = qHTS for Inhibitors of Tau Fibril Formation, Thioflavin T Binding; recombinant tau K18 P301L (four-repeat tau fragment), heparin-induced fibrillization, ThT fluorescence; Potency, µM (series often up to 57.4 µM), inactives show at the top dose activity, negative = inhibition, actives largely listed as inhibitors; 270,000 compounds, 2.1% hits; AID 1460, 2008; also: % is scaled to controls: 0 for no effect and ±100 for the full control effect; nearly all actives have a fitted effect of over 55% in size
Target sequence (P10636 561-689 P618L limits assumed): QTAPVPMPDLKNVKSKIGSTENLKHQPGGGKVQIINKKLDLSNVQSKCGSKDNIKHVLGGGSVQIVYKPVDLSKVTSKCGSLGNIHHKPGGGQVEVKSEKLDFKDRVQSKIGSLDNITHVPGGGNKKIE
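Heparin-induced (20 uM) aggregation of recombinant human K18 P301L tau, 15 uM unlabeled with 0.24 uM labeled, pH 7 acetate buffer, 6 hr at 37 C with compound. Fibrils quantified by 30 uM ThT fluorescence after 1 hr ambient incubation.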
* = called active by the depositor; ? = inconclusive; [ ] = dose if it differs, or a comment. Calls follow the shape of the dose curve; as a rule, active = well fitted curve in the direction sought with a large enough effect; inconclusive = small, poorly fitted or top-dose-only effect, or another doubt; inactive = no such curve, though single readings can be large; an effect the other way counts as inactive or inconclusive. Potency is read from the fitted curve at half-maximal effect. Only part of the results is shown, so the mix of outcomes need not match the whole.

Fields: SMN2 splice enh | Tau fibril ThT
(1) CCS(=O)(=O)c1c(Nc2cc(C)ccc2C)sc(C(=O)c2ccccc2)c1N
  -35%[inhibitor] | -8%
(2) CCCCCCNC(=O)CCc1c(C)nc2nc(-c3cc(OC)cc(OC)c3)nn2c1C
  3% | ?
(3) CCOC(=O)/C(C#N)=C/c1ccc(-c2ccc(Br)cc2)o1
  12% | ?
(4) Cc1cccc(N(CC(O)Cn2c3ccccc3c3ccccc32)S(=O)(=O)c2ccc(F)cc2)c1 (stereo not drawn)
  -92%[inhibitor] | -5%
(5) Cc1nn(C(=O)COc2ccccc2)c(C)c1Sc1ccccc1
  20% | -8%
(6) CCc1ccc(CNC(=O)COc2cc(=O)n(CC)c3ccccc23)cc1
  ? | -13%
(7) COC(=O)c1ccc(NC(=O)CCCC(=O)OCC(=O)c2ccc(Cl)cc2)cc1
  0% | -21%
(8) COc1cccc(C2C(C(=O)Nc3ccccc3)=C(C)Nc3nc(-c4ccccc4)nn32)c1OC (stereo not drawn)
  -3% | 0%
(9) CC1=C(C(=O)OC2CCCCCC2)C(c2ccccc2Cl)CC(=O)N1 (stereo not drawn)
  -1% | -2%
(10) Cc1cc(C)n(-c2nc3cc(Cl)ccc3nc2Nc2ccc(C)c(F)c2)n1
  5% | -4%
(11) Cc1cccc(-c2nnn3c2nc(NCc2ccc4c(c2)OCO4)c2ccccc23)c1
  5% | 22%
(12) O=S(=O)(c1ccc(OC(F)(F)F)cc1)N1CCC(c2nc3ccccc3s2)CC1
  12% | 9%
(13) CCOC(=O)N1CCc2c(sc3c2c(=O)n(-c2ccc(Cl)cc2)c(=O)n3CC(C)C)C1
  -11% | 6%
(14) Cc1ccccc1-n1nc(CO)c(C(=O)NCCc2ccccc2)n1
  -10% | -6%
(15) Cc1ccc2oc(=O)c3cc(C(=O)Nc4ccc(F)cc4F)sc3c2c1
  -3% | 2%
(16) Fc1ccccc1N1CCN(c2ncnc3onc(-c4ccc(Cl)cc4)c23)CC1
  6% | -2%
(17) COc1ccc(N2CCN(Cc3nc4c(c(=O)[nH]c(=O)n4C)n3Cc3ccc(C)cc3)CC2)cc1
  5% | -19%
(18) CCc1ccc(NC(=O)Cn2c(C(=O)OC)cc3oc(C)cc32)cc1
  -36%[inhibitor] | -12%
(19) COc1cc2nc(NCc3ccccc3Cl)n3nc(-c4cccnc4)nc3c2cc1OC
  -1% | -10%
(20) O=C(NCc1ccc(Cl)cc1)c1cc2ccccc2o1
  -13% | 1%
(21) Cc1c(CC(=O)NCc2ccc(F)cc2)c(=O)oc2cc(O)c(Cl)cc12
  5% | ?
(22) CCc1ccc(CNC(=O)c2ccc3nc(SCc4ccc(F)cc4)n(C)c3c2)cc1
  2% | -19%
(23) Cc1ccccc1OCC(=O)Nc1ccc(-c2nc3ncccc3o2)cc1
  0% | ?
(24) COc1ccc(NC(=O)Cn2c(=O)n(Cc3ccco3)c(=O)c3sc4ccccc4c32)cc1OC
  -1% | -3%
(25) Cc1ccc(NC(=O)Cn2c(=O)n(Cc3ccc4c(c3)OCO4)c(=O)c3ccccc32)c(C)c1
  -5% | 9%
(26) Cc1ccc(NC(=O)Cn2ncc3c4ccccc4n(Cc4ccccc4)c3c2=O)cc1Cl
  9% | 9%
(27) O=C1c2oc3ccccc3c(=O)c2C(c2cccc(Cl)c2)N1c1ccccn1 (stereo not drawn)
  -2% | -15%
(28) COc1cc(Cl)c(NC(=O)CCc2nc3cccnc3n2-c2ccccc2)c(OC)c1
  6% | ?
(29) COc1cc2ccccc2cc1C(=O)Nc1cc(-c2nc3ccccc3o2)ccc1C
  -3% | -12%
(30) Cc1cccc(Cc2cnc(NC(=O)C3Cc4ccc(C)cc4C(=O)O3)s2)c1 (stereo not drawn)
  -12% | 4%

Following part.
Fields: SMN2 splice enh | Tau fibril ThT
(31) CC(=O)c1cccc(NC(=O)C(Cc2ccccc2)NS(=O)(=O)c2ccc(Br)s2)c1 (stereo not drawn)
  -7% | 0%
(32) CCCN(CCC)C(=O)Cn1c(=O)n(-c2cccc(C)c2)c(=O)c2c1c1cc(OC)ccc1n2C
  2% | -8%
(33) COc1cccc(CNC(=O)C2CCCN(c3nnc(-n4c(C)ccc4C)s3)C2)c1 (stereo not drawn)
  -3% | ?
(34) COc1ccc(-n2c(=O)c3ccc(C(=O)NCc4ccc(C)cc4)cc3n(Cc3ccc(Cl)cc3)c2=O)cc1
  7% | -3%
(35) COc1ccc(NC(=O)c2sc3nc4c(cc3c2N)CN(Cc2ccccc2)CC4)cc1
  4% | ?
(36) COc1ccc2oc(=O)c(C(=O)N3CCN(c4ccc(C)cc4)CC3)cc2c1
  -5% | -6%
(37) COc1ccccc1NC(=O)c1c(NC(=O)COc2ccccc2)sc2c1CCCCC2
  -11% | -4%
(38) Cc1ccccc1C(=O)Nc1cccc(OCc2cc(=O)n3c4c(sc3n2)CCCC4)c1
  -2% | -16%
(39) CCn1c(=O)c2sccc2n2c(CCC(=O)Nc3ccc(F)cc3)nnc12
  -6% | -7%
(40) COc1cccc(NC(=O)Cn2c(=O)n(-c3ccc(CC(=O)NCC4CCCO4)cc3)c(=O)c3ccccc32)c1 (stereo not drawn)
  -7% | -11%
(41) CC1CCN(C(=O)c2cc(-c3ccc(Cl)cc3)on2)CC1
  15% | -1%
(42) CCOC(=O)c1c(NC(=O)C(C)Sc2cn(CCNC(=O)c3ccc(OC)cc3)c3ccccc23)sc2c1CCC2 (stereo not drawn)
  -10% | -2%
(43) CCOC(=O)c1ccc(N2C(=O)c3[nH]nc(-c4ccc(OC)cc4)c3C2c2ccccc2Cl)cc1 (stereo not drawn)
  6% | -5%
(44) COc1ccc(/C=C/C(=O)Nc2ccc3nc(N4CCCCC4)cc(C)c3c2)cc1OC
  19% | 2.8µM*
(45) Cc1ccc(-c2c3c(=O)n(C)c(=O)n(C)c3c3c(C(F)(F)F)nc4ccccc4n23)cc1
  -14% | -3%
(46) CCCc1nnc(NC(=O)Cc2coc3ccc(C)cc23)s1
  5% | -3%
(47) COc1ccccc1NC(=O)c1sc2nc(C)c(C(=O)Nc3ccc(Cl)cc3)c(-c3ccc(Br)cc3)c2c1N
  12% | -3%
(48) Cc1ccc(Sc2ccc(N3CCC(C(=O)Nc4ccc(Cl)cc4)CC3)nn2)cc1
  11% | 3%
(49) CC(C)c1ccc(NC(=O)C2CCN(S(=O)(=O)c3cccc4nonc34)CC2)cc1
  0% | 6%
(50) Cc1ccccc1Cn1c(SCc2ccc(C(=O)NCc3cccs3)cc2)nc2ccncc21
  20% | 3%
(51) COc1ccccc1NC(=O)c1sc2nc(C)c(C(=O)Nc3ccc(C)cc3C)c(-c3ccco3)c2c1N
  0% | ?
(52) Cc1ccc(NC(=O)NC(C)c2c(-n3cccc3)sc(C)c2C)c(C)c1 (stereo not drawn)
  -3% | -4%
(53) COc1cc(NC(=O)c2noc3c2CC(C(C)(C)C)CC3)cc(OC)c1OC (stereo not drawn)
  3% | ?
(54) COc1ccc(-c2coc3c2c(C)cc2oc(=O)cc(C)c23)cc1
  2% | ?
(55) CCOc1ccc(NC(=O)c2cnc(Nc3ccccc3OC)c3ccccc23)cc1
  ? | -17%
(56) CN(Cc1ccccc1)Cc1c(O)ccc2c(=O)c(-c3ccccc3)c(C(F)(F)F)oc12
  4% | -9%
(57) CN(C1CCCCC1)S(=O)(=O)c1ccc2c(c1)c(=O)c(C(=O)N1CCN(c3ccccc3F)CC1)cn2C
  ? | 4%
(58) COC(=O)c1nnn(-c2ccc(Br)cc2)c1C(=O)OC
  -6% | 1%
(59) COc1cc2c(cc1OC)n(Cc1cccc(C(F)(F)F)c1)c(=O)n1nc(-c3ccccc3)nc21
  -13% | -1%
(60) Cc1ccc(-n2nc(CO)c(C(=O)NCCc3ccccc3)n2)cc1C
  4% | ?

Shown as a hit in Tau fibril ThT, of those listed so far:
nr	SMILES	Tau fibril ThT
44	COc1ccc(/C=C/C(=O)Nc2ccc3nc(N4CCCCC4)cc(C)c3c2)cc1OC	2.8µM*

Additional records:
Fields: SMN2 splice enh | Tau fibril ThT
(61) Cc1nc2c(c(C)c1CCC(=O)Nc1cccc(C(F)(F)F)c1)c(=O)n(C)c(=O)n2C
  -19% | 2%
(62) CCCN(C(=O)c1cc2c(s1)-c1c(C)cccc1OC2)c1ccc(OCC)cc1
  3% | -15%
(63) COc1cccc(NC(=O)C2CCCN(S(=O)(=O)c3c(C)[nH]c(=O)[nH]c3=O)C2)c1 (stereo not drawn)
  -11% | -8%
(64) CCN(C(=O)CCS(=O)(=O)c1cccc2nsnc12)c1cccc(C)c1
  2% | -15%
(65) Cc1ccc(NC(=O)Cn2c(=O)oc3cc(S(=O)(=O)N4CCC(C)CC4)ccc32)cc1Cl
  -23% | ?
(66) COc1ccc2oc(=O)cc(CN3CCN(C(=O)c4ccccc4Br)CC3)c2c1
  -8% | -10%
(67) Cc1ccc(-c2c(C(=O)NCCc3ccc(Cl)cc3)oc(=O)c3ccccc23)cc1
  -8% | -12%
(68) COc1cccc(C(=O)NCC2OCCc3ccccc32)c1 (stereo not drawn)
  28% | -12%
(69) O=C(CCCn1c(=O)c2sccc2n(Cc2c(F)cccc2Cl)c1=O)NCc1ccccc1
  21% | -15%
(70) Cc1ccc(NC(=O)N2CC3CCCN3c3ccccc32)cc1C (stereo not drawn)
  ? | ?
(71) Cc1nn(Cc2ccc(F)cc2)c(C)c1NC(=O)c1cc(CC(C)C)on1
  -58%[inhibitor] | 1%
(72) COc1ccc(CCN2C(=O)c3[nH]nc(-c4ccccc4O)c3C2c2ccccc2)cc1 (stereo not drawn)
  -9% | -10%
(73) O=C(CCc1nc2cccnc2n1Cc1cccs1)Nc1cccc(C(F)(F)F)c1
  -22% | ?
(74) Cc1ccc(C(=O)NC2(C(F)(F)F)N=C(c3ccccc3)N(C3CCCCC3)C2=O)cc1 (stereo not drawn)
  1% | -4%
(75) COc1cccc(-c2nc(SCC(=O)NCC3CCCO3)c(-c3ccc(C)cc3)[nH]2)c1 (stereo not drawn)
  -5% | -9%
(76) CC(C)Cn1c(/C=C/c2ccc(F)cc2)nc2ccccc21
  18µM* | -15%
(77) COC(=O)c1ccc(Cn2nnc3c(=O)[nH]c(C4CCCN(S(=O)(=O)c5cccc(Cl)c5)C4)nc32)cc1 (stereo not drawn)
  0% | -3%
(78) COc1cc2c(cc1NC(=O)c1ccccc1C)n(C)c(=O)n2C
  -2% | -14%
(79) CCOc1ccc(-n2nc(CO)c(C(=O)NCc3cccnc3)n2)cc1
  -29% | -17%
(80) Cc1c(NC(=O)Nc2ccc(Cl)c(Cl)c2)sc2nc3n(c(=O)c12)CCC(C)CC3 (stereo not drawn)
  -1% | -1%
(81) Cc1cccc(Nc2c(-c3cccs3)nc3nc(C)cc(C)n23)c1
  24% | -13%
(82) O=C(NCCc1ccccc1)c1c[nH]c2ccc(S(=O)(=O)Nc3ccccc3F)cc2c1=O
  -2% | -6%
(83) Oc1ccc(Nc2nc(-c3ccc(Cl)cc3)nc3ccccc23)cc1
  22% | 13µM*
(84) O=C(Cc1ccccc1)Nc1cc(-c2nc3cc(Cl)ccc3o2)ccc1Cl
  ? | 3%
(85) Cc1[nH]c2ccccc2c1C(c1ccccc1)c1ccc(Cl)s1 (stereo not drawn)
  -23% | ?
(86) N#CC1=C2SCN(C3CCCCC3)CN2C(=O)CC1c1ccc(Cl)cc1 (stereo not drawn)
  -11% | 28µM*
(87) O=C(NC1CCCCC1)c1cc2c(Cl)nc3ccccc3c2s1
  2% | -1%
(88) COc1ccc(C(=O)c2sc3nc4c(c(C(F)(F)F)c3c2N)CN(C(C)=O)CC4)cc1OC
  -12% | 14µM*
(89) COc1ccc(-c2nc3ccccc3o2)cc1NC(=O)c1cccc2c(Cl)cccc12
  1% | -13%
(90) Cc1ccc2c(=O)cc(C(=O)Nc3ccc(S(=O)(=O)N4CCCCCC4)cc3)oc2c1C
  -2% | -13%

Complete entries, quoted from the list.
`O=C(CCCn1c(=O)c2sccc2n(Cc2c(F)cccc2Cl)c1=O)NCc1ccccc1` reads SMN2 splice enh: 21%; Tau fibril ThT: -15%
`COc1ccc(C(=O)c2sc3nc4c(c(C(F)(F)F)c3c2N)CN(C(C)=O)CC4)cc1OC` reads SMN2 splice enh: -12%; Tau fibril ThT: 14µM*
`Oc1ccc(Nc2nc(-c3ccc(Cl)cc3)nc3ccccc23)cc1` reads SMN2 splice enh: 22%; Tau fibril ThT: 13µM*

Next section
Fields: SMN2 splice enh | Tau fibril ThT
(91) O=C(c1ccc2c(c1)N(Cc1ccc(Cl)cc1)C(=O)c1ccccc1S2=O)N1CCC(Cc2ccccc2)CC1 (stereo not drawn)
  2% | -5%
(92) Cn1c2c(c(=O)n(C)c1=O)C(c1cccc(O)c1)CC(=O)N2 (stereo not drawn)
  -2% | -8%
(93) CCc1cccc(C)c1Nc1c(-c2cccs2)nc2ncccn12
  1% | ?
(94) CN1CCN(C(=O)c2ccc3c(c2)N(Cc2ccc(C(F)(F)F)cc2)C(=O)c2ccccc2S3)CC1
  12% | -4%
(95) Cc1ccc(OCc2nc3ccccc3n2CCOc2ccc(Cl)cc2)cc1
  -13% | -11%
(96) Cc1ccc(C)c(NC(=O)c2cc(=O)c3cc(C)cc(C)c3o2)c1
  -1% | 1%
(97) CCOc1cc(Cl)c(S(=O)(=O)n2ccnc2)cc1Cl
  3% | -2%
(98) O=C(Nc1ccc(F)cc1F)c1noc2c1CCc1ccccc1-2
  11µM* | -12%
